Bioassay records deposited in PubChem by Johns Hopkins Ion Channel Center.
Kir21 block = blocks the mouse Kir2.1 inward-rectifier potassium channel | 310,000 tested, 0.85% active | P35561 | B-score at 10 µM | HEK293-Kir2.1, FluxOR thallium flux fluorescence; active compounds read low;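 active = fluorescence ratio B-score at or below minus 3 SD of library scores, with starting-brightness B-score within 2 SD, cut at about -4.2 in these data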;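 note: channel flux triggered by added potassium and thallium sulfate stimulus; B-score of peak minus minimum fluorescence over baseline after thallium stimulus; more negative B-score means stronger Kir2.1 block with less thallium influx; some compounds called inactive have numbers as strong as hits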
Target sequence (P35561 whole entry, looked up): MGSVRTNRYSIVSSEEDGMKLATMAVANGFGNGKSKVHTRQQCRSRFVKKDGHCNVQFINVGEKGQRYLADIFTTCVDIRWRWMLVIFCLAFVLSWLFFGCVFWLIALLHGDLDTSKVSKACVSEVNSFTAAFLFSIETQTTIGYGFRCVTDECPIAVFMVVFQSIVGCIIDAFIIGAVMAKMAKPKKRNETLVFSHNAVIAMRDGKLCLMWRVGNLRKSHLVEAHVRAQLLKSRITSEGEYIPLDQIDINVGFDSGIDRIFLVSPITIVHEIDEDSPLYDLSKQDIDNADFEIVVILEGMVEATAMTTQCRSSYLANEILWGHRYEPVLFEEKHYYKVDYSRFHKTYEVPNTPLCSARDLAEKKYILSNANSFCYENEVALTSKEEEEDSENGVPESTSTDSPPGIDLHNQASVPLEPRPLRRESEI
KCNQ2 block = KCNQ2 potassium channel inhibitors, primary screen, cell-based, CHO-K1, FluxOR thallium flux, B-score (AID 2156); O88943; 20 min; active compounds read low; B-score at 10 µM; 310,000 tested, 1.1% active;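 active = fluorescence ratio B-score at most minus 3 library SDs, with starting brightness B-score within 2 library SDs, cut at about -5.5 in these data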
The depositor's hits bear a star; i = inactive. Random draw from the library; 1.9% or so of the library scored in one or more.

SMILES | Kir21 block | KCNQ2 block
O=C(Nc1ccc(Cl)cc1Cl)NC1CCN(S(=O)(=O)c2ccc(F)cc2)CC1 | -2.3 | i
COc1ccc(N2C(=O)C3C(c4ccc(C(=O)O)cc4)NC(Cc4ccccc4)(C(=O)O)C3C2=O)c([N+](=O)[O-])c1 (stereo not drawn) | 0.53 | i
COc1ccc(NC(=O)c2ccc(NCC3CCCO3)c([N+](=O)[O-])c2)cc1 (stereo not drawn) | -0.03 | i
CNc1cc(N2CCN(S(=O)(=O)N(C)C)CC2)ccc1[N+](=O)[O-] | -0.55 | i
C/C(=N\NC(N)=S)C12CC3CC(CC(C3)C1)C2 | -0.48 | i
CCc1ccc(NC(=O)C2CCCN(S(C)(=O)=O)C2)cc1 (stereo not drawn) | 2 | i
O=C1C(=O)N(c2ccccn2)C(c2cccc(F)c2)/C1=C(/O)c1ccccc1 (stereo not drawn) | -0.44 | i
Cc1nn(C)c(Cl)c1C(N)=O | 1.2 | i
CCNC(=S)N1CCN(S(=O)(=O)c2ccc(C)c(C)c2)CC1 | -1.9 | i
Cc1cccc(NC(=O)CSCc2cc(=O)n3ccsc3n2)c1C | 0.36 | i
COc1ccc(-n2c(Cc3cccn3C)nnc2SCC(=O)Nc2nccs2)cc1 | 1.5 | i
O=C(CC12CC3CC(CC(Br)(C3)C1)C2)NC1=NCCS1 | -0.15 | i
OCc1nc2ccccc2n1CCOc1ccccc1 | 0.52 | i
Cc1oc(-c2ccccc2Cl)nc1CS(=O)CC(=O)NCc1ccc2c(c1)OCO2 (stereo not drawn) | -0.15 | i
COC(=O)c1ccc(C(=O)OC)c(NC(=S)N2CCN(c3cc(Cl)ccc3C)CC2)c1 | 0.61 | i
Cc1c(-c2cccc(NC(=O)c3ccco3)c2)nc2ncccn12 | -0.01 | i

2 compounds drawn at random from those above:
SMILES | Kir21 block | KCNQ2 block
Cc1c(-c2cccc(NC(=O)c3ccco3)c2)nc2ncccn12 | -0.01 | i
CCc1ccc(NC(=O)C2CCCN(S(C)(=O)=O)C2)cc1 (stereo not drawn) | 2 | i

Next part
SMILES | Kir21 block | KCNQ2 block
CCc1cccc(NC(=O)c2cccc(S(=O)(=O)N3CCN(C)CC3)c2)c1 | 0.04 | i
COc1cc(NC(=O)COC(=O)Cc2ccc(-c3ccccc3)cc2)cc(OC)c1 | 0.55 | i
O=C(c1cccc(-c2ccccc2F)c1)N1CC[C@@H](N2CCC(O)CC2)[C@H](O)C1 | 0.46 | i
Cc1ccc(OCCNS(=O)(=O)c2cccs2)cc1 | 0.34 | i
CC(=O)Nc1ccccc1NC(=O)c1cc(C)cc(C)c1 | 0.88 | i
CCN(CC)c1ccc(N=Cc2c(C)[nH]c3ccccc23)cc1 | 0.48 | i
O=C(CSCc1ccc(Cl)cc1Cl)Nc1nccs1 | -0.01 | i
Cc1ccc(C(=O)NC2CCCCNC2=O)cc1C (stereo not drawn) | -0.9 | i
Cc1c(Br)c([N+](=O)[O-])nn1C(C)C(=O)N1CCCc2ccccc21 (stereo not drawn) | -0.38 | i
COc1ccc2c(c1)SCC(=O)N2C | 2.1 | i
Nc1nncn1C(=O)CCc1ccccc1 | -0.36 | i
O=C(Nc1ccccc1NS(=O)(=O)c1ccc(F)cc1)C1CCCC1 | 1.3 | i
Cc1ccc(O)c(C(=O)c2cnc3c(c2)c(C)nn3-c2ccccc2)c1 | 0.02 | i
O=C(c1cn(-c2ccccc2)nc1-c1ccc(F)cc1)N1CCOCC1 | 1.5 | i
COc1ccccc1Nc1nc(N)nc(CN2CCCCC2)n1 | 1.2 | i
O=C(NC1CCCCC1)C(c1ccco1)N(C(=O)c1csnn1)C1CCCC1 (stereo not drawn) | -1.9 | i

3 entries out of the list, sorted by SMILES length, low to high:
SMILES | Kir21 block | KCNQ2 block
O=C(CSCc1ccc(Cl)cc1Cl)Nc1nccs1 | -0.01 | i
CCc1ccc(NC(=O)C2CCCN(S(C)(=O)=O)C2)cc1 (stereo not drawn) | 2 | i
CCN(CC)c1ccc(N=Cc2c(C)[nH]c3ccccc23)cc1 | 0.48 | i

Gathered by group, the entries above with a Cl atom (five)
SMILES | Kir21 block | KCNQ2 block
O=C(Nc1ccc(Cl)cc1Cl)NC1CCN(S(=O)(=O)c2ccc(F)cc2)CC1 | -2.3 | i
Cc1nn(C)c(Cl)c1C(N)=O | 1.2 | i
Cc1oc(-c2ccccc2Cl)nc1CS(=O)CC(=O)NCc1ccc2c(c1)OCO2 (stereo not drawn) | -0.15 | i
COC(=O)c1ccc(C(=O)OC)c(NC(=S)N2CCN(c3cc(Cl)ccc3C)CC2)c1 | 0.61 | i
O=C(CSCc1ccc(Cl)cc1Cl)Nc1nccs1 | -0.01 | i

Next part:
SMILES | Kir21 block | KCNQ2 block
CCCN1CCC(=O)N(CCN=[N+]=[N-])CC1 | -0.41 | i
COc1ccc(C2(C(=O)NCCN3CCOCC3)CCOCC2)cc1 | 2.4 | i
O=C(O)C1Nc2c(C(=O)N3CCOCC3)cccc2C2C=CCC12 (stereo not drawn) | -1.5 | i
COc1ccccc1C(=O)Nn1c(-c2cccs2)nc2ccccc2c1=O | 0.29 | i
O=C(CN1CCCCC1)N1CCCc2c1c(=O)oc1ccc(OCc3ccccc3)cc21 | 0.21 | i
COc1cccc(CN2CC(C(=O)N(C)CCc3ccccc3)CCC2=O)c1 (stereo not drawn) | 1.2 | i
O=C(CCCN1C(=O)/C(=C/c2cccs2)SC1=S)NNC(=O)c1ccccc1O | -0.68 | i
Cn1c(=O)c2c(nc(SCc3cccnc3)n2Cc2ccccc2)n(C)c1=O | -0.14 | i
CCN(CC)S(=O)(=O)c1ccc(C(=O)OCC(=O)c2ccc3c(c2)NC(=O)CO3)cc1 | 0.09 | i
[O-][n+]1c2ccc3nonc3c2nn1-c1ccccc1Cl | -0.86 | i
COc1ccccc1N(CC(=O)NCCN1CCOCC1)S(=O)(=O)c1ccc(C)cc1 | 1.7 | i
[N-]=[N+]=NCC/C=C\C1NS(=O)(=O)OCC1O (stereo not drawn) | 0.42 | i
CCOc1cc(/C=N/NC(=O)c2cccc(S(=O)(=O)N3CCOCC3)c2)ccc1OCC(=O)N(C)C | 0 | i
Cc1ccccc1NS(=O)(=O)c1ccc(C(=O)N2CCN(c3ccccc3O)CC2)cc1 | 1.2 | i
O=C(CCNC(=O)c1ccc(Br)o1)NC1CCCC1 | 0.07 | i
COc1ccc(CNC(=O)CS(=O)Cc2nc(-c3ccc(OC)c(OC)c3)oc2C)cc1 (stereo not drawn) | 0.66 | i
COc1cccc(CNC(=O)N2CCN(S(=O)(=O)c3ccc(Cl)cc3)CC2)c1 | -0.56 | i
CC(C)OC(=O)CSc1nc(Cc2ccccc2)nc2ccccc12 | -0.52 | i
CC1CCCCC1NC(=O)COc1ccc(-n2cnnn2)cc1 (stereo not drawn) | -0.28 | i
CN(C)CC(O)COc1cc2ccccc2cc1C(=O)N1CCCCC1 (stereo not drawn) | -1.6 | i
Cc1ccc(S(=O)(=O)NC(C)C(=O)NCc2ccc(Cl)cc2)cc1 (stereo not drawn) | 1.6 | i
CCOC(=O)/C(=N\Nc1ccccc1[N+](=O)[O-])c1csc(Nc2ccccc2)n1 | 1.3 | i
COC(=O)Cn1nc(-c2ccccc2)c2ccccc2c1=O | -0.82 | i
CCCn1c(N)c(N(CCOC)C(=O)c2cc(S(=O)(=O)N3CCCCCC3)ccc2OC)c(=O)[nH]c1=O | 0.01 | i
Cc1ccc(CNC(=O)CS(=O)Cc2nc(-c3ccccc3Cl)oc2C)cc1 (stereo not drawn) | 0.7 | i
O=C1Nc2ccccc2S/C1=C\C(=O)N1CCCC1 | -0.01 | i
COc1ccccc1/C=C/C1NC(=O)NC(C)=C1C(=O)OC(C)C (stereo not drawn) | 0.83 | i
CSc1ccccc1NC(=O)Cn1nc([N+](=O)[O-])cc1C | -0.1 | i
CC1CC(CCN)(c2ccccc2)C(C)CN1C (stereo not drawn) | 1.8 | i
COc1ccc(CCNC(=O)Cn2cc(C(F)(F)F)cc(Cl)c2=O)cc1 | 0.04 | i
CCOC(=O)c1sc(NS(=O)(=O)c2ccc(NC(C)=O)cc2)nc1C | 0.45 | i
O=C(Cn1cnc2c(nnn2Cc2ccccc2)c1=O)Nc1ccc2c(c1)OCCO2 | 0.48 | i
CCN1CCN(Cc2ccc(C(=O)Nc3ccc(C)c(NCc4cnc(NC(=O)OC)cn4)c3)cc2C(F)(F)F)CC1 | -0.86 | i
CN(C)c1cc(N/N=C/c2ccccc2C(F)(F)F)nc(N(C)C)n1 | 2.6 | i
COc1ccc(C(=O)c2ccc([N+](=O)[O-])cc2)cc1S(=O)(=O)N1CCC(C(=O)O)CC1 | 2.1 | i
CN1C(=O)Cn2c1nc1ccccc12 | -0.99 | i
Cc1ccc(S(=O)(=O)N2CCC(C(=O)NCCc3ccccc3)CC2)cc1 | -0.76 | i
CNS(=O)(=O)c1cccc(C(=O)OCC(=O)Nc2ccc(OC)cc2[N+](=O)[O-])c1 | -0.48 | i
Cn1c(O)c(C(C#N)=C2N=c3ccccc3=N2)c2ccccc21 | 0.8 | i
O=C(Nc1cccc(S(=O)(=O)NC2=NCCC2)c1)c1ccccc1OC(F)F | 0 | i
O=C1C(c2ccncc2)=C(O)c2ccccc21 | -0.56 | i
COc1ccccc1CC(NC(C)=O)C(=O)NC1CCN(C(=O)Nc2ccccc2F)CC1 (stereo not drawn) | -0.27 | i
Cc1ccc2nc(Cl)c(/C=N/NC(=O)c3ccccc3O)cc2c1 | 0.78 | i
O=C(CN1CCOCC1)NCCC12CC3CC(CC(C3)C1)C2 | 1.4 | i
N#CC(=C1CCCC1)c1nc(-c2ccc(Cl)cc2)cs1 | -0.05 | i
CC1CCN(C(=O)COC(=O)c2cc3ccccc3cc2O)CC1 | -0.27 | i
CC(=O)[C@H]1[C@H](c2cccc(Cl)c2)C(C#N)(C#N)[C@@H]2c3ccccc3C=CN21 | -1 | i
COc1ccc(CC(=O)N2CCCC(CNC(=O)c3ccccc3Cl)C2)cc1 (stereo not drawn) | 1.6 | i

The list continues:
canonical_smiles | Kir21 block | KCNQ2 block
N#CC1=C(N)n2c(s/c(=C\c3ccco3)c2=O)=C(C#N)C1c1ccco1 (stereo not drawn) | -0.55 | i
CS(=O)(=O)Nc1ccc(C(=O)N2CCCC2)cc1 | -1.5 | i
O=C(CCC(=O)Nc1ccccc1)NNC(=O)C(c1ccccc1)c1ccccc1 | -0.03 | i
CCCCOc1ccccc1C1C(C(=O)OC)=CN(CC)C=C1C(=O)OC | 2.7 | i
CCc1ccc(NS(=O)(=O)c2ccc3[nH]c(=O)[nH]c3c2)cc1 | -0.12 | i
COc1cccc(/C=C2\SC(=S)N(C(Cc3ccccc3)C(=O)O)C2=O)c1 (stereo not drawn) | 1.5 | i
Cc1ccc(NC(=O)CN2C(=O)NC(C)(c3ccccc3)C2=O)c(C)c1 (stereo not drawn) | -1.8 | i
C/C(=C\c1ccccc1)C(=O)c1c(C)cc(C)[nH]c1=O | -0.5 | i
CS(=O)(=O)c1ccc(C(=O)OC2CCOC2=O)cc1[N+](=O)[O-] (stereo not drawn) | -0.01 | i
C#CCOCCOCCOCCNc1nc(N2CCN(C(=O)[C@H]([C@@H](C)CC)n3cc([C@@H](N)CO)nn3)CC2)nc(N2CCN(C(=O)[C@H](CCCCN)n3cc([C@@H](N)C(C)CC)nn3)CC2)n1 (stereo partly drawn) | -0.74 | i
COc1ccc(C)cc1NC(=O)CN1C(=O)COc2ccc(S(=O)(=O)N3CCCCCC3)cc21 | -0.41 | i
CCCCc1cn([C@@H](CCCCNC(=O)OC(C)(C)C)C(=O)N2CCN(C(=O)OC(C)(C)C)CC2)nn1 | 0.07 | i
Cc1ccccc1NC(=S)N(CCN1CCCCCC1)Cc1cccs1 | -0.11 | i
CCN(Cc1ccccc1)C(=O)c1ccc(SC)cc1OC | -1.8 | i
O=C(NCC1COc2ccccc2O1)C1(c2ccccc2)CCCC1 (stereo not drawn) | -0.16 | i
O=C(NCCS(=O)(=O)NCCc1ccccc1)c1ccccc1 | -1.6 | i
O=C(/C=C/c1ccc([N+](=O)[O-])cc1)c1cccs1 | -0.48 | i
COC(=O)C1=NN(C(=O)c2cccc(Br)c2)C(O)(c2ccc(Cl)cc2)C1 (stereo not drawn) | -0.85 | i
O=C(N/N=C/c1cccc([N+](=O)[O-])c1)c1ccccc1-n1cccc1 | 1.6 | i
COCCCNC(=O)CCc1nc(-c2ccccc2)no1 | 1.2 | i
CCC(NC(=O)c1ccccc1NC(=O)c1ccccc1)C(=O)OC (stereo not drawn) | 1.6 | i
COC(=O)CNC(c1ccccc1)c1cc(Br)ccc1NC(C)=O (stereo not drawn) | 0.39 | i
Cc1c(NC(=O)c2cc(-n3cnnc3)ccc2Cl)cccc1-c1nc2ccccc2o1 | 2.4 | i
Cc1nn(C)cc1CN(C)C(=O)c1nn2c(c1Br)NC(c1cccs1)CC2C(F)(F)F (stereo not drawn) | 0.21 | i
CC(C)C(C(=O)NC1CCCC1)N(CC1CCCO1)C(=O)CNS(=O)(=O)c1ccc(F)cc1 (stereo not drawn) | -1.4 | i
O=C(Nc1cccc2c1CCCC2)c1ccc(Cl)c([N+](=O)[O-])c1 | 0 | i
CCOC(=O)CSc1nnc(Cc2ccc(OC)cc2)n1-c1ccccc1 | 1 | i
C[n+]1cccc(C(=O)NCC2CCCO2)c1 (stereo not drawn) | -0.04 | i
CCOC(=O)C1=C(CCc2ccccc2)NC(=O)NC1c1ccc(Br)cc1 (stereo not drawn) | 0.1 | i
Cc1nc(NC(=O)/C=C/c2ccc(F)cc2)sc1C(=O)N(C)C | -0.12 | i
COc1ccccc1CNC(=O)CNC(=O)N1CC(=O)Nc2ccccc21 | 0.01 | i
Cc1[nH]nc2c1C1(CCOCC1)C(C#N)=C(N)O2 | 0.74 | i
